SIAH1 antagonists = Siah-1 peptide-binding antagonists, primary screen, biochemical, fluorescence polarization, rhodamine-plectin, uHTS (AID 1817). Siah-1 / rhodamine-plectin peptide fluorescence polarization; higher % means a stronger effect. one-dose displacement, % at 20 µM; IC50 in µM for titrated hits. 290,000 tested, 0.02% active;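 active = displacement of at least 50% at 20 µM, with a fluorescence ratio check between 0.3 and a set limit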;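 note: plate controls were Siah plus tracer with DMSO for no effect and tracer alone without Siah for full effect; strong numbers were not always called active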
Lipid droplet = modulators of hepatic lipid droplet formation | AML12 mouse hepatocytes, oleate lipid droplets, BODIPY imaging | inhibition, % at 6.5 µM | 240,000 tested, 0.4% active | AID 1656;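 active = lipid droplet intensity inhibited by at least 50%, with more than 500 cells counted; inconclusive = wells with under 300 cells, treated as cytotoxic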
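material = mouse AML12 hepatocyte cell line, fixed after treatment | also added = 100 µM oleic acid challenge | doses = compound at 6.5 µM only | schedule = overnight exposure | technique = Image-based BODIPY and DAPI two-channel analysis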
HIV peptide binding = cell-free HIV fusion peptide-binding blockers – biochemical, uHTS, fluorescence dequenching, primary screen (AID 1986) | 290,000 tested, 0.3% active | cell-free peptide binding, fluorescence dequenching, 30 min; higher % means a stronger effect | one-dose inhibition, % at 20 µM; IC50 in µM for titrated hits; in the data active = inhibition mostly above about 52%, no sharp cut-off; inactive = mostly below about 76%; note: some results filed as inactive read as strong as hits
AID2073 = disruptors of CaV2.2 binding to Mint1 – biochemical, HTRF (AID 2073); 290,000 tested, 0.19% active; HTRF protein-protein interaction, Mint1-CaV2.2; higher % means a stronger effect; inhibition, % at 20 µM; hits with a dose series show IC50 in µM; in the data active = inhibition mostly above about 51%, no sharp cut-off; inconclusive = no clear call, values can overlap the other calls; inactive = mostly below about 53%; note: some results filed as inactive read as strong as hits
LYP inhibition = PTPN22 lymphoid phosphatase activity blockers – biochemical, fluorescence intensity, uHTS (AID 1779). 290,000 tested, 0.054% active. recombinant LYP phosphatase, fluorescence intensity; higher % means a stronger effect. inhibition, % at 11.5 µM, or IC50 in µM where a hit was titrated;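 note: plate controls were vehicle with enzyme for no effect and no enzyme for full effect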
NS5 inhibitors = flavivirus cap methylation enzyme inhibition – biochemical, confirmation dose response, primary screen (AID 588689). Dengue-2 NS5 methyltransferase capping enzyme assay, biochemical; higher % means a stronger effect. inhibition, % at 25 µM, or IC50 in µM where a hit was titrated. 340,000 tested, 0.3% active; in the data active = a potency from the dose series; inconclusive = inhibition above about 29% without an active follow-up result
Myeloid diff 2 = compounds promoting myeloid differentiation. calls only at 10 µM. ER-HoxA9 myeloid progenitors, lysozyme-GFP differentiation, flow cytometry. 360,000 tested, 1% active;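 active = normalized GFP-positive differentiation at or above the plate's own cutoff, the solvent-only control mean plus 3 SD; inconclusive = no clear call, values can overlap the other calls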;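 note: cells exposed to compound for four days before flow analysis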
NOD2 inhibition = inhibition of NOD2-driven NF-kB reporter – cell-based, luminescence, uHTS, HEK293 (AID 1566) | HEK293 NOD2/NF-kB luciferase reporter, luminescence; higher % means a stronger effect | inhibition, % at 4 µM, or EC50 in µM where a hit was titrated | 290,000 tested, 0.63% active; note: many of its hits are not listed in these tables
XIAP displacement = XIAP antagonists, biochemical, IAP family, fluorescence polarization (AID 1018) | 200,000 tested, 0.007% active | XIAP BIR domain, fluorescence polarization peptide displacement; higher % means a stronger effect | displacement, % at 20 µM; hits with a dose series show IC50 in µM; in the data active = displacement above about 50%; note: a part of the inactive calls stands beside numbers as strong as those of hits
Lipid droplet cells 6.5 µM = further read-out of Lipid droplet, marked with its call; cell count; measured here: cell count, cytotoxicity flag;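 cells counted across two imaged fields per well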
NS5 inhibitors pilot replicate = also measured in NS5 inhibitors; calls as there; inhibition, %; measured here: pilot screen replicate inhibition
Myeloid diff 2 GFP+ MAC1+ % = second read-out of Myeloid diff 2, no call of its own (marks repeat the call); GFP+ MAC1+ double positive, %; measured here: differentiation confirmed by MAC1 staining
The depositor's hits bear a star; i = inactive; ? = inconclusive; . = not tested or not shown. Cut-off read from the data, not from the text of the source, unless noted: active = inhibition above about 50%; inactive = the rest. A portion of the library; the hit share may differ from the screen's.

SMILES	SIAH1 antagonists	Lipid droplet	Lipid droplet cells 6.5 µM	HIV peptide binding	AID2073	LYP inhibition	NS5 inhibitors	Myeloid diff 2	Myeloid diff 2 GFP+ MAC1+ %	NOD2 inhibition	XIAP displacement	others
COCCCNS(=O)(=O)c1ccc2c(c1)CCN2C(C)=O	0%	5	666	-0.8%	-8%	9%	2%	i	1.4	2%	-0.8%
CC(C)(S)[C@@H](N)C(=O)O	9%	8	763	0.2%	-38%	-3%	-1%	i	2.9	4%	-15%
COc1cccc(C2(O)CCN(C(=O)C3CC3)CC2)c1	1%	.	.	0.6%	-2%	-6%	-9%	i	0.7	4%	-5.8%
COc1ccc(C(C(N)=O)c2ncc(C(F)(F)F)cc2Cl)cc1OC (centres undefined)	2%	-20	636	-0.5%	-13%	-10%	.	i	0.2	16%	-0.2%
COC(=O)C1=C(CS(=O)(=O)c2ccc(Cl)cc2)NC(=O)NC1c1ccc(O)cc1 (centres undefined)	-4%	-7	754	-1.0%	13%	-6%	5%	i	0.4	-2%	.
CCOC(=O)CSC1=C(C#N)C(=O)NC(c2ccc(OC)cc2)S1 (centres undefined)	5%	-6	741	-1.6%	-16%	-4%	-7%	i	0.9	9%	-18%
COc1ccc(-c2nc(N)n[nH]2)cc1	-2%	-5	760	2.9%	13%	-9%	3%	i	1.1	-23%	-8.2%
C(=N\Nc1nncc2ccccc12)/c1ccccc1	6%	14	683	-0.9%	4%	-9%	-1%	i	0.2	-102%	.
CN1CCCCCC1C(=O)N1CCC(N2CCC(C(=O)N3CCOCC3)CC2)CC1 (centres undefined)	-4%	-2	682	-1.3%	3%	-10%	1%	i	0.3	-5%	-10%
COc1cc2c(cc1NC(C)=O)CCCC2	-3%	12	798	0.5%	0%	-7%	0%	i	5.8	7%	-0.9%
NC(=O)CC(NSc1ccccc1[N+](=O)[O-])C(=O)O (centres undefined)	4%	-30	729	-1.3%	-9%	-1%	1%	i	2.5	16%	-6.3%
Cc1cc(C)nc(NC(=O)c2ccc(C)o2)n1	5%	-3	801	0.1%	5%	-8%	-7%	i	4.6	5%	.
COC(=O)c1c(Sc2ccccc2)c2ccccc2n1C	-3%	-2	701	-0.1%	1%	0%	-7%	i	1.0	6%	.
NC(=O)COc1ncnc2scc(-c3ccc(F)cc3)c12	-4%	10	718	-1.9%	-3%	-3%	-7%	i	0.7	1%	-4.8%
O=C(CON=C1c2ccccc2-c2ccccc21)NC12CC3CC(CC(C3)C1)C2	7%	14	588	2.6%	9%	0%	3%	i	0.7	7%	-4.1%
Cc1ccc(N(CC(O)CN2CCCCC2)S(=O)(=O)c2ccc(C)cc2)cc1 (centres undefined)	1%	-1	780	0.3%	-2%	0%	2%	i	1.9	-11%	.
NC(=O)C1CCN(c2ccc(S(=O)(=O)N3CCCCC3)cn2)CC1	18%	-1	711	-1.3%	3%	1%	-1%	i	0.1	-5%	-8.8%
C/C=C(\C)c1nnc(NC(=O)C(C)C)s1	9%	4	651	1.8%	-6%	-1%	0%	i	0.9	-1%	0.4%
CN1C(=O)c2ccccc2C(C(=O)O)C1c1cccc(F)c1 (centres undefined)	4%	.	.	-0.7%	3%	-4%	-2%	i	1.2	0%	-5.5%
CC(=O)c1cccc(N(C(=O)c2ccco2)C(C(=O)NC2CCCCC2)c2ccc(C)o2)c1 (centres undefined)	6%	9	750	-0.6%	4%	-9%	-2%	i	2.9	15%	.
COc1ccc(C)cc1NC(=O)C(CCS(C)(=O)=O)NC(C)=O (centres undefined)	-4%	11	670	-1.4%	5%	-4%	-1%	i	0.2	16%	-4.6%
Cc1ccccc1-c1nc2sc3c(c2c(=O)n1N)CCCC3	0%	-5	700	0.7%	-1%	-8%	-5%	i	1.1	-17%	-4.2%
Cc1ccc(-n2c3c(c(=O)[nH]c2=O)C(C(F)(F)F)(C(F)(F)F)NC(=O)N3)cc1	-3%	.	.	-1.4%	-1%	-7%	3%	i	1.4	11%	1.0%
COc1ccc(C(C)NC(=O)c2ccccc2)cc1 (centres undefined)	1%	-7	749	0.0%	5%	1%	0%	i	8.3	5%	-26%
COc1cc(/C=C(\CC(=O)O)c2nc3ccccc3s2)cc(OC)c1O	2%	25	681	12%	23%	0%	-19%	i	1.4	3%	-2.9%
CCn1c(=N)c(C(=O)NC)cc2c(=O)n3cccc(C)c3nc21	0%	-1	782	1.2%	29%	-51%	-6%	i	1.0	-26%	-8.4%
O=C(c1cccc(C(F)(F)F)c1)N1CCC2(CC1)NCCc1[nH]cnc12	41%	0	720	0.7%	-5%	-7%	-9%	i	0.7	8%	.
O=C(c1ccco1)N1CCN(C(=O)c2ccc(Cn3cc(Br)cn3)o2)CC1	2%	.	.	-3.1%	-7%	-8%	10%	i	0.8	10%	-5.9%
Nc1nonc1-n1nnc(C(=O)N/N=C/c2ccccc2F)c1-c1cccs1	7%	-7	728	2.9%	2%	-3%	-14%	i	4.4	25%	.
O=C(NNC1=NS(=O)(=O)c2ccccc21)c1ccccc1	8%	2	691	-0.5%	4%	-4%	-2%	i	0.6	10%	.
C=CCn1c(SCC(=O)Nc2ccc(S(N)(=O)=O)cc2)nnc1-c1cnccn1	1%	7	683	0.5%	14%	0%	-7%	?	.	7%	.
CN(C)c1nc(OCCOC(=O)COc2ccc(Cl)cc2Cl)nc(N(C)C)n1	4%	1	763	-3.0%	-1%	5%	-1%	i	1.9	3%	-3.2%
Cc1cccc(C2=NNC(=O)C(c3ccc(Cl)cc3)C2)c1 (centres undefined)	-3%	3	748	-0.2%	-4%	-3%	4%	i	0.0	13%	-9.0%
CC(NC(=O)c1cn(C)c2ccc(S(=O)(=O)N3CCCC3)cc2c1=O)c1ccccc1 (centres undefined)	1%	15	755	-1.6%	6%	-4%	-6%	i	1.2	7%	.
Cc1ccc(C(=O)Oc2cccc(-n3cnnn3)c2)cc1	2%	6	594	1.0%	-2%	-5%	-3%	i	0.8	-12%	-8.0%
Cn1c(SCC(=O)Nc2ccccc2Cl)nnc1C1CC1	6%	5	808	-0.7%	7%	-11%	2%	i	1.2	5%	.
CCN1CCN(S(=O)(=O)c2cc(C)c(OC)cc2C)CC1	5%	0	621	0.1%	11%	-1%	-5%	i	5.1	-1%	-0.1%
CCc1cccc(C)c1NC(=O)C1CCN(C(=O)c2ccc([N+](=O)[O-])cc2)CC1	2%	.	.	0.1%	2%	-5%	0%	i	0.4	10%	-1.9%
CCOc1ccc(-n2c(=S)sc3c(=O)[nH]c(SCC(=O)C(C)(C)C)nc32)cc1	3%	0	665	39%	13%	20%	54µM*	i	0.0	23%	-7.1%
COc1ccccc1CCC(=O)Nc1nc2ccccc2[nH]1	-2%	-1	720	-1.8%	0%	-9%	6%	i	0.0	-46%	-6.8%
Cc1ccc(-n2nnnc2CSc2nnc(-c3ccc(O)cc3)o2)cc1	-3%	15	672	-1.5%	-1%	-6%	0%	i	1.6	-6%	-11%
COc1cc(COc2ccc3c(C)c(Cc4ccccc4)c(=O)oc3c2C)cc(OC)c1OC	-4%	.	.	-0.7%	12%	0%	-9%	i	0.6	29%	-4.4%
COC(=O)c1ccccc1NC(=O)CSc1nnc(C(C)NC(=O)c2ccc(Cl)cc2Cl)n1C (centres undefined)	0%	8	775	-3.0%	6%	-8%	-5%	i	1.4	14%	-5.7%	NS5 inhibitors pilot replicate=-1.5
COc1ccc(N=Cc2ccc[nH]2)cc1	3%	8	774	0.0%	-7%	-12%	-6%	i	11	-3%	-2.5%
CC(=O)N1CCOc2ccc(S(=O)(=O)N3CCC(C(=O)Nc4cc(C)cc(C)c4)CC3)cc21	9%	4	698	1.3%	4%	-10%	4%	i	0.7	12%	.
O=[N+]([O-])c1cccc(-c2cnc3ccccc3n2)c1	-1%	2	692	-2.2%	-5%	-6%	-2%	i	0.4	-24%	.
CN(C(=O)c1ccco1)c1nnc(-c2ccc(F)cc2)s1	-2%	10	809	-1.0%	-3%	-2%	-7%	i	0.7	-32%	.
CC1=C(C(=O)N2CCOCC2)C(c2c(C)cc(C)cc2C)NC(=S)N1 (centres undefined)	-3%	2	683	-0.4%	-2%	2%	-3%	i	0.1	16%	-2.2%
CC(=O)c1c(C)[nH]c(C(=O)Nc2cccc3ccccc23)c1C	2%	2	782	-0.1%	4%	2%	-9%	i	0.5	-6%	.
CC1=C(C(=O)Nc2cc(C(=O)NCCC(C)C)ccc2C)SCCO1	3%	6	830	0.0%	-2%	-7%	-7%	i	0.5	-1%	.

Structures shown so far with fluorine:
SMILES	SIAH1 antagonists	Lipid droplet	Lipid droplet cells 6.5 µM	HIV peptide binding	AID2073	LYP inhibition	NS5 inhibitors	Myeloid diff 2	Myeloid diff 2 GFP+ MAC1+ %	NOD2 inhibition	XIAP displacement	others
COc1ccc(C(C(N)=O)c2ncc(C(F)(F)F)cc2Cl)cc1OC (centres undefined)	2%	-20	636	-0.5%	-13%	-10%	.	i	0.2	16%	-0.2%
NC(=O)COc1ncnc2scc(-c3ccc(F)cc3)c12	-4%	10	718	-1.9%	-3%	-3%	-7%	i	0.7	1%	-4.8%
CN1C(=O)c2ccccc2C(C(=O)O)C1c1cccc(F)c1 (centres undefined)	4%	.	.	-0.7%	3%	-4%	-2%	i	1.2	0%	-5.5%
Cc1ccc(-n2c3c(c(=O)[nH]c2=O)C(C(F)(F)F)(C(F)(F)F)NC(=O)N3)cc1	-3%	.	.	-1.4%	-1%	-7%	3%	i	1.4	11%	1.0%
O=C(c1cccc(C(F)(F)F)c1)N1CCC2(CC1)NCCc1[nH]cnc12	41%	0	720	0.7%	-5%	-7%	-9%	i	0.7	8%	.
Nc1nonc1-n1nnc(C(=O)N/N=C/c2ccccc2F)c1-c1cccs1	7%	-7	728	2.9%	2%	-3%	-14%	i	4.4	25%	.
CN(C(=O)c1ccco1)c1nnc(-c2ccc(F)cc2)s1	-2%	10	809	-1.0%	-3%	-2%	-7%	i	0.7	-32%	.
